POLI inh: inhibitors of human DNA polymerase iota; Q9UNA4; Pol iota fluorescent replication assay, 10 min; Potency, µM (titrated, usually from 115 µM), for the others: top-dose activity, negative = inhibition, actives largely listed as inhibitors; actives 1% (n = 390,000); AID 588590
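Pol iota at 10 nM preincubated 15 min with compounds at room temperature; reaction started with fluorescent substrate, 50 nM final. Fluorescence read kinetically at 0 and 10 min; buffer-only wells as negative control.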
POLB inh: blocks human DNA polymerase beta activity | P06746 | Pol beta primer extension/strand displacement, fluorescence kinetic | Potency, µM (top dose mostly 114 µM), inactives show top-dose activity change, negative = inhibition, actives largely listed as inhibitors | actives 1.3% (n = 340,000) | AID 485314; note: % is set by controls: 0 for no effect and ±100 for the full control effect
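Enzyme-only controls used 10 nM Pol beta; buffer lacking enzyme served as negative control. Compound preincubated 15 min, then 50 nM substrate added; 0 and 10 min reads at room temperature.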
BLM helicase inh: blocks DNA unwinding by human BLM helicase; P54132; recombinant BLM DNA unwinding, fluorescence dequenching; Potency, µM (titrated, usually from 56.1 µM), for the others: top-dose activity change, negative = inhibition, hits mostly inhibitors; actives 0.2% (n = 350,000);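 note: plate controls were vehicle for no effect and no enzyme for full effect; nearly all actives have a fitted effect of over 35% in size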
Anesthetic bind: binds horse apoferritin like a general anesthetic; P02791; apoferritin/1-aminoanthracene competitive binding, fluorescence; Potency, µM (series often up to 77.5 µM), without a hit: top-dose activity change, negative = displacement, usual class: inhibitors; actives 0.074% (n = 350,000); note: % is set by controls: 0 for no effect and ±100 for the full control effect; nearly all actives have a fitted effect of over 20% in size
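Probe: 1-aminoanthracene (50% saturated, PBS). Protein: horse-spleen apoferritin, 10 uM. Incubation: 10 min, room temperature. Detection: 380 nm excitation, 535 nm emission. Analysis: normalized response, four-parameter Hill.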
G9a inh: inhibitors of human histone lysine methyltransferase G9a; G9a H3K9 monomethylation, AlphaScreen, 2 h; Q96KQ7; Potency, µM (titrated, usually from 102 µM), for the others: at the highest dose activity, negative = inhibition, actives largely listed as inhibitors; actives 8.8% (n = 350,000); AID 504332; note: % is set by controls: 0 for no effect and ±100 for the full control effect; nearly all actives have a fitted effect of over 75% in size
Target sequence (Q96KQ7 913-1193 limits assumed): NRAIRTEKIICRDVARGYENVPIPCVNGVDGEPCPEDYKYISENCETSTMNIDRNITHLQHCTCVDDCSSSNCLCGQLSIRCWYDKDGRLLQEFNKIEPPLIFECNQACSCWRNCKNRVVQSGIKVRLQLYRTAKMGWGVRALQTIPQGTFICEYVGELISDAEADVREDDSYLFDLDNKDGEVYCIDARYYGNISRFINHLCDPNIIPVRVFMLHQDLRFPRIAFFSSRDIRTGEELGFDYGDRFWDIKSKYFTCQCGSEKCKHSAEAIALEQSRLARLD
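Methyltransferase reactions run at room temperature for 2 h (20 nM enzyme, 500 nM biotin-H3K9 peptide, 20 uM SAM) after a 15 min compound preincubation; product detected by AlphaScreen beads and anti-H3K9me1 antibody.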
POLH inh: inhibitors of human DNA polymerase eta | Q9Y253 | recombinant Pol eta, fluorescent DNA replication assay | Potency, µM (doses to about 114 µM), for the others: top-dose activity change, negative = inhibition, usual class: inhibitors | actives 1.2% (n = 390,000); note: % is set by controls: 0 for no effect and ±100 for the full control effect
Target sequence (Q9Y253 whole entry, looked up): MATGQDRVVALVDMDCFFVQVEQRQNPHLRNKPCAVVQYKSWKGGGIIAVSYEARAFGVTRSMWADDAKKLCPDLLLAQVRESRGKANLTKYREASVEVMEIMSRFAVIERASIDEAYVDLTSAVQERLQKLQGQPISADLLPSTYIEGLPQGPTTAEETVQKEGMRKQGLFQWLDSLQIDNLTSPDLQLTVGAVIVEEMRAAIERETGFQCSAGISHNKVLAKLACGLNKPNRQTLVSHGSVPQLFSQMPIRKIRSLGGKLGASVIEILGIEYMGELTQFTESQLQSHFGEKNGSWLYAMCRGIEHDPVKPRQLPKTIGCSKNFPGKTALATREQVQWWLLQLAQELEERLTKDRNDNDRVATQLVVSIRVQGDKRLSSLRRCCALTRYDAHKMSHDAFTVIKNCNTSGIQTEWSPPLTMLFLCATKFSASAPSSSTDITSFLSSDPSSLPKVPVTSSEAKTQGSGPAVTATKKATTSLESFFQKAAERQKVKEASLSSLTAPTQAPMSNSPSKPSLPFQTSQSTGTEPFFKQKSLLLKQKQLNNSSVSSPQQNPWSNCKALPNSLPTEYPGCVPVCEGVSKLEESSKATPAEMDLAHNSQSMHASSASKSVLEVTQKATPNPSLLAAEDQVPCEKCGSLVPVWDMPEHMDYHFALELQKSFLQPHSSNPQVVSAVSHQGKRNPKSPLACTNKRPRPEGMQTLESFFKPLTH
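Pol eta at 10 nM preincubated with compounds 15 min at room temperature; reaction started with fluorescent substrate (50 nM final) and read kinetically at 0 and 10 min.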
BAZ2B inh: BAZ2B (human) inhibition; Q9UIF8; AlphaScreen BAZ2B-H3K14Ac peptide displacement; Potency, µM (series often up to 114 µM), for inactives: at the highest dose activity change, negative = inhibition, hits mostly inhibitors; actives 4.4% (n = 360,000); AID 504333; note: % is set by controls: 0 for no effect and ±100 for the full control effect; nearly all actives have a fitted effect of over 60% in size
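Complex of BAZ2B and biotin-H3K14Ac (50 nM apiece) forms over 30 min at RT, then faces library compounds up to 110 uM for another 30 min; AlphaScreen beads added, 20 min dark incubation, luminescence read.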
POLK inh: DNA polymerase kappa (human) inhibition | purified Pol kappa, fluorescent DNA synthesis assay, 10 min | Potency, µM (top dose mostly 107 µM), for inactives: at the top dose activity, negative = inhibition, most hits filed as inhibitors | actives 0.53% (n = 400,000) | AID 588579; note: % is set by controls: 0 for no effect and ±100 for the full control effect
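First, compounds were pin-transferred onto 10 nM Pol kappa. After 15 min at room temperature, substrate was added to 50 nM final. Fluorescence was then measured kinetically at 0 and 10 min.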
APEX1 inh: inhibitors of human APE1 endonuclease; recombinant APE1, TAMRA/BHQ-2 abasic DNA cleavage fluorescence; Potency, µM (series often up to 65.8 µM), inactives show top-dose activity change, negative = inhibition, actives largely listed as inhibitors; actives 0.35% (n = 350,000); AID 2517;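 note: plate controls were vehicle for no effect and reference inhibitor for full effect; nearly all actives have a fitted effect of over 55% in size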
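Compound pre-exposure to 0.75 nM APE1, 15 min at ambient temperature. Reaction initiated with 50 nM TAMRA/BHQ-2 THF substrate, read immediately in kinetic mode, 525 nm excitation, 598 nm emission.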
Active calls of the source: *; ? = inconclusive; · = not tested or not shown; [ ] = another dose, or the depositor's remark. Calls come from the whole dose curve; as a rule, active = well fitted curve in the direction sought with a large enough effect; inconclusive = small, poorly fitted or top-dose-only effect, or another doubt; inactive = no such curve, though single readings can be large; an effect the other way counts as inactive or inconclusive. Potency is the fitted concentration of half-maximal effect. An excerpt (hit frequency here may not be typical).

#1 O=C(CCN1C(=O)/C(=C/c2ccccc2)SC1=S)NNC(=O)c1ccncc1
#2 CCOC(=O)c1cnc(SC)nc1Sc1ccc(Cl)cc1Cl
#3 CC(C)CCn1c(=O)c2sccc2n2c(CCCC(=O)NCc3ccc(F)cc3)nnc12
#4 CCOc1ccc(NC(=O)C(c2ccccn2)N(C(=O)CCl)c2ccc(OCC)cc2)cc1 (stereo unspecified)
#5 COc1ccc(CCNC(=O)CCSCc2ccccc2F)cc1OC
#6 CC1CCCN(Cc2nc3c(c(=O)n(C)c(=O)n3C)n2Cc2ccc(Cl)cc2)C1 (stereo unspecified)
#7 COc1cc(/C=N/NC(=O)c2cccc(NC(=O)c3ccccc3C)c2)ccc1O
#8 O=C(CN1CCN(c2ccc(Cl)cc2)CC1)Nc1ccc(Cl)c(C(F)(F)F)c1
#9 COc1ccc(C2C(C(=O)N3CCN(c4ccccn4)CC3)CC(=O)N2c2ccc(OC)cc2)cc1 (stereo unspecified)
#10 COc1ccc(NC(=O)CSc2nc3ccccc3c(=O)n2CCCN2CCC(C)CC2)c(OC)c1
entry no.	1	2	3	4	5	6	7	8	9	10
BLM helicase inh	-4%	-7%	-1%	-4%	-2%	-1%	-7%	-14%	3%	-7%
POLI inh	13%	10%	67%[activator]	24%	1%	18%	38%[activator]	12%	-4%	?
BAZ2B inh	-4%	75%[activator]	-12%	?	-2%	·	0%	-16%	-20%	?
G9a inh	-6%	161%[activator]	-20%[59 µM]	3.5µM*	-9%	-1%[59 µM]	14%	8%[12.7 µM]	?	14%[59 µM]
POLK inh	-14%	-12%	7%	-18%	-2%	-12%	-14%	-1%[60.1 µM]	1%	1%
APEX1 inh	9%	6%	·	?	4%	·	-15%	·	-9%	18%
Anesthetic bind	-4%	-6%	3%	1%	-4%	-4%	-12%	56%[activator]	-5%	-8%
POLH inh	-1%	-16%	4%	-12%	-19%	-23%	-16%	?	-7%	-7%
POLB inh	16%	0%	3%	0%	9%	1%	3%	-24%	-1%	28%

#11 CCOc1ccccc1NS(=O)(=O)c1csc(C(N)=O)c1
#12 COc1ccc(/C=C/C2=CCN(Cc3ccc(OC)cc3)CC2)cc1
#13 CC(C)Cn1c(N)c(C(=O)COC(=O)c2cnccn2)c(=O)n(C)c1=O
#14 C/C(=N\NC(=O)c1cc(-c2ccncc2)nc2ccccc12)c1ccc(N2CCOCC2)cc1
#15 CC(C)N(C(=O)CS(=O)(=O)c1ccc(Cl)c(Cl)c1)C(C)C
#16 COc1ccccc1CNC(=O)C1CC(c2ccccc2F)=NO1 (stereo unspecified)
#17 COc1ccc(NS(=O)(=O)c2c(C)cc(C)cc2C)cc1
#18 Cc1ccccc1N1C(=O)C(Oc2ccc(Cl)cc2)C1CNCCCOC(C)C (stereo unspecified)
#19 CCOc1ccc(NC(=O)c2cnc3ccccn3c2=O)cc1
#20 O=C(CN1C(=O)NC2(CCc3ccccc32)C1=O)Nc1cccc(Cl)c1 (stereo unspecified)
entry no.	11	12	13	14	15	16	17	18	19	20
BLM helicase inh	-3%	-3%	·	-3%	-3%	0%	-9%	-4%	2%	·
POLI inh	128%[activator]	14%	73%[activator]	-27%	16%	-19%	22%	81%[activator]	9%	74%[activator]
BAZ2B inh	5%	?	12%	-9%	-4%	5%	8%	-7%	3%	·
G9a inh	16%	?	?	1%	11%[12.7 µM]	23%[59 µM]	-2%	?	-3%[59 µM]	·
POLK inh	2%	3%	-10%	-4%	1%	10%	-16%	-6%	1%	-7%
APEX1 inh	16%	4%	-5%	-10%	1%	-4%	-6%	3%	·	-3%
Anesthetic bind	-4%	0%	·	-5%	-19%	-6%	-20%	10%	-5%	·
POLH inh	-9%	-10%	-6%	-5%	-16%	2%	-5%	-23%	-16%	-26%
POLB inh	-1%	3%	·	14%	5%	-15%	12%	4%	23%	·

From entry 12 to 13, as listed above:
#12 COc1ccc(/C=C/C2=CCN(Cc3ccc(OC)cc3)CC2)cc1
#13 CC(C)Cn1c(N)c(C(=O)COC(=O)c2cnccn2)c(=O)n(C)c1=O
entry no.	12	13
BLM helicase inh	-3%	·
POLI inh	14%	73%[activator]
BAZ2B inh	?	12%
G9a inh	?	?
POLK inh	3%	-10%
APEX1 inh	4%	-5%
Anesthetic bind	0%	·
POLH inh	-10%	-6%
POLB inh	3%	·

(continued)
#21 COc1ccc(C)cc1NC(=O)CSc1nnc(CC(=O)Nc2ccccc2C)n1C
#22 CCOC(=O)C1CCN(S(=O)(=O)c2ccc3[nH]c4c(c3c2)CCCC4)CC1
#23 Cc1ccc(C(=O)NCCc2ccc(S(N)(=O)=O)cc2)cc1-n1cnc2cccnc21
#24 O=C(CSc1nc(Nc2ccccc2)nc(N2CCOCC2)n1)Nc1ccc(Br)cc1F
#25 C#CCOCCOCCOCCNc1nc(N2CCN(C(=O)[C@H](CCC(=O)O)n3cc(C(N)CC(C)C)nn3)CC2)nc(N2CCN(C(=O)[C@H](Cc3ccc(O)cc3)n3cc(C(N)[C@H](C)CC)nn3)CC2)n1 (stereo partly specified)
#26 O=C1C2C3C=CC(CO)(O3)C2C(=O)N1c1ccccc1-c1ccccc1 (stereo unspecified)
#27 Cn1c(N)c(C(=O)COC(=O)COc2ccc(Cl)cc2)c(=O)n(C)c1=O
#28 CN(C(=O)CN1C(=O)c2ccccc2S1(=O)=O)c1ccccc1C(=O)O
#29 O=C(NC(NC1CCS(=O)(=O)C1)C(=O)c1ccccc1)c1ccc(Cl)cc1 (stereo unspecified)
#30 Cc1c(CNC(C)c2ccccc2)c(C(=O)O)c(C)n1Cc1c(F)cccc1Cl (stereo unspecified)
entry no.	21	22	23	24	25	26	27	28	29	30
BLM helicase inh	1%	-14%	-7%	-4%	2%	-6%	·	-3%	-2%	7%
POLI inh	4%[58.9 µM]	19%	1%	4%	·	?	-1%	7%	28%	1%
BAZ2B inh	-1%	?	-21%	-15%	32µM*	9%	?	8%	23%	-36%
G9a inh	24%[2.33 µM]	?	?	62%[activator]	-140%[59 µM]	0.32µM*	18%[12.7 µM]	24%[59 µM]	-14%[12.7 µM]	-5%[59 µM]
POLK inh	-8%	-24%	-6%	11%	·	-22%	-14%	-15%	-5%[60.1 µM]	-7%
APEX1 inh	2%	-2%	·	26%	5%	-4%	22%	-1%	-5%	·
Anesthetic bind	-13%	-5%	4%	-4%	-8%	-21%	·	-2%	-12%	5%
POLH inh	-15%	-32%	-3%	-6%	·	-2%	-8%	-12%	-14%	-14%
POLB inh	-7%	-30%	1%	5%	31%	-11%	·	?	1%	12%

Complete entries as entered above:
O=C1C2C3C=CC(CO)(O3)C2C(=O)N1c1ccccc1-c1ccccc1 (stereo unspecified) as listed: BLM helicase inh: -6%; POLI inh: ?; BAZ2B inh: 9%; G9a inh: 0.32µM*; POLK inh: -22%; APEX1 inh: -4%; Anesthetic bind: -21%; POLH inh: -2%; POLB inh: -11%
Cc1ccc(C(=O)NCCc2ccc(S(N)(=O)=O)cc2)cc1-n1cnc2cccnc21 as listed: BLM helicase inh: -7%; POLI inh: 1%; BAZ2B inh: -21%; G9a inh: ?; POLK inh: -6%; APEX1 inh: ·; Anesthetic bind: 4%; POLH inh: -3%; POLB inh: 1%

The results go on.
#31 N#CCCn1cc(/C=N/O)c(-c2ccc(-c3ccccc3)cc2)n1
#32 CCn1c(SCC(=O)Nc2ccc(Cl)cc2)nnc1C1CC1
#33 CN1CN(C)c2cccc3cccc1c23
#34 S=C(c1ccc2c(c1)OCO2)N1CCCC1
#35 CCOC(=O)c1ccc(OCC2c3cc(OC)c(OC)cc3CCN2C(=O)c2ccc(S(=O)(=O)N3CCCC3)cc2)cc1 (stereo unspecified)
#36 COc1ccc(-n2nc(C(=O)Nc3ccc(C)cn3)c3c4ccccc4n(C)c3c2=O)cc1
#37 COc1cccc(NC(=O)Cc2ccccc2)c1
#38 Cc1cc(C)c(C)c(S(=O)(=O)N2CCN(C)CC2)c1C
#39 N#Cc1cc(-c2ccccc2)oc1NC(=O)c1ccccc1
#40 C=CCOc1ccc(/C=C/C(=O)OCC(=O)NNC(=O)c2ccccc2F)cc1
#41 COc1ccc(C)cc1NC(=S)N1CCN(c2ccccn2)CC1
#42 Cn1c(=O)c2c(SCC(=O)N3CCOCC3)nc(C3CC3)nc2n(C)c1=O
#43 CCn1cc(C(=O)Nc2ccccc2)c(=O)c2ccc(C)nc21
entry no.	31	32	33	34	35	36	37	38	39	40	41	42	43
BLM helicase inh	-12%	1%	4%	0%	-8%	-6%	2%	0%	3%	·	-11%	2%	0%
POLI inh	-1%	1%	26%	6%	25%	21%	21%	21%	1%	?	13%	42%[activator]	·
BAZ2B inh	-1%	0%	?	-2%	-4%	·	-6%	-22%	-1%	·	9%	5%	-2%
G9a inh	-9%[59 µM]	8%	1.4µM*	4%[59 µM]	-38%[59 µM]	10%[59 µM]	-10%	?	-2%[59 µM]	·	-3%[59 µM]	3%[59 µM]	-7%[12.7 µM]
POLK inh	-10%	-4%	-11%	-5%	-7%[60.1 µM]	-24%	11%	5%	-9%	-4%	-6%	2%	·
APEX1 inh	1%	-1%	-1%	8%	·	·	-1%	-1%	0%	56%	3%	2%	-1%
Anesthetic bind	-7%	3%	-2%	16%	-3%	6%	?	-10%	-20%	·	27%	6%	-4%
POLH inh	-1%	2%	16%	-5%	-8%	·	-3%	-8%	-12%	-7%	2%	-21%	·
POLB inh	-3%	-26%	18%	-12%	1%	0%	2%	-1%	8%	·	11%	0%	29%

A different layout for part of the listing above.
No.	molecule	BLM helicase inh	POLI inh	BAZ2B inh	G9a inh	POLK inh	APEX1 inh	Anesthetic bind	POLH inh	POLB inh
37	COc1cccc(NC(=O)Cc2ccccc2)c1	2%	21%	-6%	-10%	11%	-1%	?	-3%	2%
41	COc1ccc(C)cc1NC(=S)N1CCN(c2ccccn2)CC1	-11%	13%	9%	-3%[59 µM]	-6%	3%	27%	2%	11%

High-throughput results as filed in PubChem.
